ALDH1A1 block: blocks purified human ALDH1A1 activity | Potency, µM (titrated, usually from 75.3 µM), for inactives: at the highest dose activity, negative = inhibition, usual class: inhibitors | P00352 | 220,000 tested, 7.3% active | Purified ALDH1A1, NADH fluorescence, propionaldehyde substrate | AID 1030; active = well fitted inhibition curve with a large enough effect, not every such curve was filed as active; inconclusive = small, poorly fitted or top-dose-only effect, or another doubt; inactive = no such curve, though single readings can be large or run the other way;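 note: plate controls were no enzyme wells and a reference inhibitor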
Tau fluor cs: counter-screen for tau fibril formation inhibitors | tau K18 P301L Alexa594 fluorescence, heparin fibrillization | Potency, µM (highest dose often 57.7 µM), for inactives: at the highest dose activity change, negative = decrease | 280,000 tested, 0.93% active | AID 1463; note: % is set by controls: 0 for no effect and ±100 for the full control effect; nearly all actives have a fitted effect of over 55% in size
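Human tau K18 P301L (15 uM unlabeled, 0.24 uM Alexa 594-labeled) in 100 mM sodium acetate pH 7 with 20 uM heparin, 6 hr at 37 C. ThT 30 uM added, 1 hr ambient; Alexa 594 FP and total fluorescence read at 555/632 nm.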
aGlu spleen mod: inhibits or activates alpha-glucosidase in human spleen homogenate; P10253; human spleen homogenate, 4-MU-alpha-glucoside fluorescence; Potency, µM (series often up to 79.9 µM), without a hit: at the highest dose activity change, negative = inhibition, actives largely listed as inhibitors; 240,000 tested, 0.006% active; AID 2112;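 note: 0% = enzyme with vehicle and -100% = no enzyme basal signal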
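Compounds were titrated against alpha-glucosidase in spleen homogenate at pH 5.0, with 1 mM 4-methylumbelliferyl substrate for 40 min at 37 C. Reactions were quenched with pH 10 NaOH/glycine and fluorescence measured.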
NPSR antag: neuropeptide S receptor (human) antagonism, cAMP | Q6W5P4 | CHO-NPSR cells, cAMP TR-FRET, antagonist mode | Potency, µM (doses to about 38.3 µM), inactives show top-dose activity change, negative = inhibition, most hits filed as inhibitors | 220,000 tested, 1% active; note: % is set by controls: 0 for no effect and ±100 for the full control effect; nearly all actives have a fitted effect of over 50% in size; many of its hits are not listed in these tables
Target sequence (Q6W5P4 whole entry, looked up): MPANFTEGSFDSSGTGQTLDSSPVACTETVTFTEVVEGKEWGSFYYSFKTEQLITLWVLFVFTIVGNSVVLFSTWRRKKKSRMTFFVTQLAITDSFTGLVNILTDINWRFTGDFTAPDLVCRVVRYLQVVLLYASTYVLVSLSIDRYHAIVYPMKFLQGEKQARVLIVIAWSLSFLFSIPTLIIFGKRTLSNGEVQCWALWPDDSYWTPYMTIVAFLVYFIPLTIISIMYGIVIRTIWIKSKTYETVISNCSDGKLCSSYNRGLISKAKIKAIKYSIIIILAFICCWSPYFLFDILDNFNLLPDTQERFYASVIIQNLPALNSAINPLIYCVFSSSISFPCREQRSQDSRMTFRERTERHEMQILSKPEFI
Epigenetic derep: regulators of epigenetic silencing causing reporter derepression in mouse cells; murine LDR cells, GFP reporter derepression, 30 h; AID 1865; 280,000 tested, 0.2% active; Potency, µM (series often up to 53.9 µM), inactives show at the highest dose GFP activation, most hits filed as activators; note: % of control where 0% means no effect; nearly all actives have a fitted effect of over 60% in size
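In this reporter-derepression format, murine cells bearing a silenced integrated CMV-GFP locus incubate with test compound (30 h, 37 C), then are washed and imaged; fluorescent objects of 20–120 um count as induced cells.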
GAA glycogen: alters human alpha-glucosidase cleavage of glycogen; AID 2100; Potency, µM (top dose mostly 76.4 µM), inactives show at the highest dose activity change, negative = inhibition, usual class: inhibitors; 300,000 tested, 0.38% active; recombinant GAA, glycogen substrate, Amplex Red glucose oxidase fluorescence;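 note: 0% = full enzyme reaction and -100% = no-enzyme basal signal; the screen sought inhibitors and activators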
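Recombinant human enzyme (4 nM); glycogen substrate; 37 C, 40 min, pH 5.0. Readout: coupled glucose oxidase/Amplex Red fluorescence.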
aGal spleen mod: alpha-galactosidase A (human) modulation; P06280; 240,000 tested, 0.008% active; AID 2107; human spleen homogenate, 4MU-alpha-Gal fluorescence, 40 min; Potency, µM (doses to about 80 µM), for inactives: top-dose activity change, negative = inhibition, most hits filed as inhibitors;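 note: 0% = enzyme with vehicle and -100% = no enzyme basal signal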
Target sequence (P06280 32-429 limits assumed): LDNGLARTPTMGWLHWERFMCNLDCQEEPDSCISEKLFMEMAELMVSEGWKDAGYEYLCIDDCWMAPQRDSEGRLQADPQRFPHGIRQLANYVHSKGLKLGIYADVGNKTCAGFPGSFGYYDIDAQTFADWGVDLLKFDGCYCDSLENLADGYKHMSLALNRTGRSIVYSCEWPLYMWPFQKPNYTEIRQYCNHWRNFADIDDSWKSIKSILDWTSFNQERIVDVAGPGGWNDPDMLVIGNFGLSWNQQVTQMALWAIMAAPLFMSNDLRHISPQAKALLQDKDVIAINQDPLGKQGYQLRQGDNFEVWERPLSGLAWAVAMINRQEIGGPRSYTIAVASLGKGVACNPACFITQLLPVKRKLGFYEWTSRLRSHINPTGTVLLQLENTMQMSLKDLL
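Fluorogenic readout (Ex 365/Em 440 nm) of 4-methylumbelliferone released from 1 mM 4-MU-alpha-galactoside by spleen homogenate, 40 min at 37C, pH 5.0. Data normalized to no-enzyme and enzyme controls; Hill-equation AC50 from compound titrations.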
GAA inh: alpha-glucosidase (human) inhibition. P10253. purified human GAA, 4-MU-alpha-glucoside fluorescence. Potency, µM (highest dose often 76.9 µM), for inactives: top-dose activity change, negative = inhibition, most hits filed as inhibitors. 200,000 tested, 0.005% active. AID 1466;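 note: plate controls were uninhibited enzyme wells for no effect and no-enzyme background for full effect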
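Human enzyme at 4 nM with 400 uM 4-methylumbelliferyl-alpha-D-pyranoside, citrate/phosphate buffer pH 5.0, 0.005% Tween-20, 20 min at room temperature. Compounds up to 77 uM. 4-MU fluorescence (Ex 365/Em 440) read after NaOH/glycine stop; AC50 from Hill fit.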
An asterisk follows results filed as active; ? = inconclusive; / = not tested or not shown; & = joins results of further samples; [ ] = another dose, or the depositor's remark. Unless noted, calls come from the whole dose curve; as a rule, active = well fitted curve in the direction sought with a large enough effect; inconclusive = small, poorly fitted or top-dose-only effect, or another doubt; inactive = no such curve, though single readings can be large; an effect the other way counts as inactive or inconclusive. Potency is the fitted concentration of half-maximal effect.

| canonical_smiles | ALDH1A1 block | Tau fluor cs | aGlu spleen mod | NPSR antag | Epigenetic derep | GAA glycogen | aGal spleen mod | GAA inh |
| --- | --- | --- | --- | --- | --- | --- | --- | --- |
| COc1ccccc1C(=O)Nc1cccnc1 | 5% | -5% | 3% | 26% | -0.3% | 1% | -3% | 11% |
| CCc1cccc2c(C(=O)COC(=O)C3=NNC(=O)CC3)c[nH]c12 | 13% | -13% | 11% | 0% | -0.9%[10.1 µM] | -4% | -1% | 3% |
| CCCCC1CN2C(CCC(C)C2c2ccc(Br)cc2)C(=O)O1 (stereo unspecified) | ? | -3%&4%&-12%[11.6 µM] | 0%&4%&2%[17.4 µM] | / | 0.8%&1.1%&0.0%[10.1 µM] | / | 0%&4%&7%[17.5 µM] | / |
| CCc1ccc(NC(=O)COc2ccc(F)cc2C(=O)c2cnn(-c3ccccc3)c2)cc1 | -6% | -28% | -9% | ? | 0.0% | -16% | 0% | -1% |
| COc1ccc(OC)c(/C=N/NC(=O)CC(=O)NCc2ccccc2)c1 | ? | -9% | 1% | 8% | 1.1% | 5% | 13% | ? |
| CNc1nc2ccccc2n1N | 2% | -21% | -5% | 20% | -1.9% | 1% | 2% | 4% |
| CCN(CC)c1ccc(NC(=O)Cn2cc3c(n2)CCC(C)C3)c(C)c1 (stereo unspecified) | ? | -19% | 1% | -17%[46.1 µM] | -0.8% | -2% | -2% | -6% |
| CC(C)NC(=O)c1cc2c(-c3ccc(Cl)cc3)nn(C)c2s1 | ? | -3% | -11% | -1%[46.1 µM] | 1.7% | -7% | 1% | 0%[15.4 µM] |
| CC1(C)CC(=O)C2=C(C1)c1c(ccc3ccccc13)NC2c1cc([N+](=O)[O-])cc([N+](=O)[O-])c1O (stereo unspecified) | 11µM* | ? | -3% | 29% | -1.4% | ? | -8% | 1% |
| COC(=O)c1ccc(/C=N/NC(=O)C(=O)NCC2CCCO2)cc1 (stereo unspecified) | / | -3% | -5% | -1% | -1.0% | 4% | -1% | / |
| COc1ccc(-c2ccnc(SCC(=O)c3ccc(Br)cc3)n2)cc1 | ? | ? | -1% | 8% | -1.0% | -1% | 3% | 0% |
| O=C(COC(=O)c1ccccn1)Nc1cc(Cl)ccc1Cl | -3% | -6% | -1% | -17%[46.1 µM] | -0.7% | 11% | 2% | -6% |
| N#C/C(=C(/O)CCl)c1nc2ccccc2[nH]1 | -7% | -7% | 0% | -21% | 4.5% | 5% | 5% | 4% |
| Cn1ncc([N+](=O)[O-])c1C(=O)Nc1ccc(-c2nc3ccccc3o2)cc1 | -1% | -11% | -1% | -9% | -4.1% | -17% | -2% | -1% |
| COCCN1C=C(C(=O)OC)C(c2cc(Br)c(OC)c(OC)c2)C(C(=O)OC)=C1 | ? | -12% | ? | -20%[46.1 µM] | -1.0% | 1% | ? | ? |
| CCOc1ccc(-n2c(C)nc(O)c2N=Nc2ccccc2)cc1 | -17% | 0% | 8% | 7% | -1.3% | 3% | 0% | 9% |
| CCc1ccc2[nH]c(=O)c(CN(Cc3ccco3)C(=S)NCC3CCCO3)cc2c1 (stereo unspecified) | -4% | 6%[2.34 µM] | 8% | 25% | 1.1% | -11% | 8% | 7% |
| Cc1ccc(S(=O)(=O)N2CCOCC2)cc1NC(=O)COC(=O)c1cc(=O)[nH]c2ccccc12 | ? | -1% | 0% | 12% | 3.2% | 4% | 7% | 5% |
| O=S(N1CCCCC1)C12CC3CC(CC(C3)C1)C2 (stereo unspecified) | -2% | -5% | 4% | -9% | 0.9% | 4% | -1% | 4% |
| Cc1cccc(NC(=O)Cn2cnc3ccccc3c2=O)c1C | 5% | -1% | 0% | -2%[46.1 µM] | -1.7% | 4% | 3% | -2% |

Three compounds from above, sorted by their value in Epigenetic derep, descending:
Structure | ALDH1A1 block | aGlu spleen mod | NPSR antag | Epigenetic derep | GAA glycogen | GAA inh
N#C/C(=C(/O)CCl)c1nc2ccccc2[nH]1 | -7% | 0% | -21% | 4.5% | 5% | 4%
COc1ccccc1C(=O)Nc1cccnc1 | 5% | 3% | 26% | -0.3% | 1% | 11%
CC1(C)CC(=O)C2=C(C1)c1c(ccc3ccccc13)NC2c1cc([N+](=O)[O-])cc([N+](=O)[O-])c1O (stereo unspecified) | 11µM* | -3% | 29% | -1.4% | ? | 1%

(continued)
| canonical_smiles | ALDH1A1 block | Tau fluor cs | aGlu spleen mod | NPSR antag | Epigenetic derep | GAA glycogen | aGal spleen mod | GAA inh |
| --- | --- | --- | --- | --- | --- | --- | --- | --- |
| COCCN1C(=O)/C(=C/c2ccc(N3CCCC3)cc2)SC1=S | -6% | 5% | 1% | -22% | 3.5µM* | -11% | 1% | 2% |
| O=C(NC1CCS(=O)(=O)C1)OC1CCCCC1 (stereo unspecified) | 7% | 0% | -4% | -2%[46.1 µM] | -0.8% | 3% | -4% | -4% |
| Cc1ccc(-n2ncc3c(NNC(=O)c4ccco4)ncnc32)c(C)c1 | 6% | -5% | 0% | 5% | -0.1% | -10% | -6% | -6% |
| CC1CCN(C(=O)Cn2cc3c(n2)CCCC3)CC1 | 6% | 1% | 3% | -4%[46.1 µM] | -0.8% | 2% | 5% | -1% |
| N#Cc1c(SC(C(=O)O)c2ccccc2)nc2c(c1-c1cccs1)CCCC2 (stereo unspecified) | / | -6% | -2% | -47% | 1.1% | -6% | 2% | / |
| O=C(NCCC1=CCCCC1)C1CCCN(c2nc3ccccc3o2)C1 (stereo unspecified) | ? | 5% | -10% | -8%[46.1 µM] | -2.0% | -5% | -2% | 8% |
| COc1cccc(C2CC(c3ccc(C)cc3)n3nc(N)nc3N2)c1 (stereo unspecified) | 6% | -1% | -10% | -9%[46.1 µM] | 0.0% | 3% | 13% | -4% |
| c1ccc(Nc2nc(-c3cccs3)cs2)nc1 | -8% | ? | -5% | -21%[46.1 µM] | -2.0% | -16% | -2% | ? |
| Cc1ccc(Nc2nnc(SCC(=O)Nc3ccccc3[N+](=O)[O-])s2)cc1 | 0% | -4% | -5% | -6% | -1.0% | 14% | -4% | -1% |
| CC(C)C(c1nnnn1Cc1ccco1)N1CCC(C(N)=O)CC1 (stereo unspecified) | -1% | 1% | -11% | 8%[46.1 µM] | 1.2% | 3% | -9% | 3% |
| CCCc1cc(-c2n[nH]c(C)c2-c2ccc(C(=O)OCC)o2)c(O)cc1O | -14% | 14µM*[quencher] | -8% | ? | -0.1% | ? | -2% | ? |
| CC(C)(C)C(=O)NCCCNc1ccc([N+](=O)[O-])cc1 | -8% | -19% | -7% | -12% | -3.2% | 3% | -6% | 10% |
| CCOC(=O)CC(c1ccc([N+](=O)[O-])cc1)n1c(C)ccc1C (stereo unspecified) | -10% | -15% | 8% | -33% | -0.1% | 1% | 4% | -7% |
| O=C(NCC1CCCO1)c1ccc(Cl)c(F)c1F (stereo unspecified) | -2% | 3% | 1% | -6%[46.1 µM] | 0.0% | 6% | 7% | 9% |
| CCN1C=C(Cc2ccc(OC)cc2)C2=C(C1)C(c1ccc(OC)cc1)C(C#N)=C(N)O2 (stereo unspecified) | ? | -15% | -1% | -19%[46.1 µM] | 1.2% | ? | -5% | -17% |
| CC1=C(C(=O)Nc2ccc(F)c(F)c2)C(c2cccs2)NC(=S)N1 (stereo unspecified) | 0.63µM* | 0% | -1% | -4% | -1.8% | 3% | -14% | -2% |
| C/C(=C\C(=O)c1ccccc1)Nc1ccc(N2CCOCC2)cc1 | -9% | -26% | 8% | -5%[46.1 µM] | 0.1% | 7% | 12% | 2% |
| O=C(COc1ccc(Cl)cc1)NCc1ccncc1 | 10% | -7% | 10% | 20% | -2.2% | 4% | 1% | -6% |
| CC(=O)Nc1ccc(-c2nc3c(C)cccc3[nH]2)cc1 | ? | -9% | -3% | 9%[46.1 µM] | 0.9% | 7% | 2% | -4% |
| CS(=O)(=O)N(CCc1ccccc1)CC(=O)N1CCc2ccccc2C1 | -7% | -3% | -10% | -9%[46.1 µM] | -0.8% | -2% | 1% | -4% |
| O=C(NCc1ccc2c(c1)OCO2)c1cccc([N+](=O)[O-])c1 | 16% | -2% | -12% | -6%[46.1 µM] | 0.0% | -3% | -3% | 1% |
| Cc1ccccc1NC(=O)NC(C)(C)CC(C)(C)C | 11% | -13% | 0% | -11% | 1.4% | -11% | 1% | 0% |
| CCCOc1ccc(N2C(=O)CC(N(CCc3ccc(OC)cc3)C(=O)c3ccccc3)C2=O)cc1 (stereo unspecified) | / | -23% | 0% | 44% | 8.4% | -3% | -1% | / |
| COC(=O)Cc1c(C)nc2nc(-c3ccc(OC)cc3)[nH]n2c1=O | ? | 1% | -1% | -6%[46.1 µM] | 0.0% | -3% | -5% | 3% |
| O=S(=O)(NC1CCc2ccccc21)c1ccc(S(=O)(=O)N2CCCC2)cc1 (stereo unspecified) | 14µM* | -24% | -20% | ? | 0.0% | -11% | 15% | -8% |
| CC1CCCCC1NC(=O)CN1CCC(O)(c2ccc3c(c2)OCO3)CC1 (stereo unspecified) | ? | 0% | 5% | -7% | -0.2% | 11% | -5% | 10% |
| CC(Oc1ccc(F)cc1)C(=O)NN (stereo unspecified) | 5µM* | 8% | 0% | 8% | 0.0% | -3% | 8% | -1% |
| CCOC(=O)C1C(=O)C=C(c2ccc(C)cc2)CC1c1ccc([N+](=O)[O-])cc1 (stereo unspecified) | ? | -23% | -7% | -7%[46.1 µM] | -0.9% | 3% | 2% | -8% |
| O=C1C2C3C=CC(C3)C2C(=O)N1c1cccc2cccnc12 (stereo unspecified) | 2% | 0% | 4% | -9%[46.1 µM] | 1.3% | -9% | 6% | -4% |
| CCSc1oc(-c2ccco2)nc1S(=O)(=O)c1ccc(F)cc1 | 25µM* | -21% | -11% | ? | 0.0% | -5% | -7% | -14% |
| CCCc1[nH]nc2c1C(c1ccc(OC)c(Cn3nc(C)c(Br)c3C)c1)C(C#N)=C(N)O2 (stereo unspecified) | ? | -20% | -9% | ? | -0.7% | -27% | -4% | 1% |
| COc1ccc(S(=O)(=O)N2CCCCC2)cc1NC(=O)CN1CCN(C(C)=O)CC1 | 9% | 6% | -4% | -15% | -4.3% | 7% | 2% | ? |
| CCOC(=O)c1sc2nc3c(cc2c1N)COC(C)(C)C3 | ? | -20% | -4% | 1%[46.1 µM] | -1.1% | -4% | 7% | 1% |
| CCN(CC)CC#CCC(OC)(c1ccccc1)c1ccccc1 | -1% | -3% | -4% | -32% | -6.0% | 13% | -10% | ? |
| O=C(CS(=O)(=O)c1cn(Cc2cccc(F)c2)c2ccccc12)N1CCCCC1 | ? | 2% | 1% | -22%[46.1 µM] | 1.7% | 5% | 8% | 0% |

Compound activity from PubChem.

Some of the compounds tested. The share of hits here may be higher or lower than overall.
